M5 antag: antagonists of human muscarinic M5 receptor (CHRM5); CHO-hM5 cells, Fluo-8 calcium fluorescence, ACh EC80; P08912; 0.59% of 360,000 active; AID 624040; inhibition, % at 3 µM;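 active = inhibition above a per-plate cutoff, the mean of that plate's test compounds plus 3 SD, cut at about 27% in these data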;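 note: 0% = acetylcholine EC80 with DMSO and 100% = DMSO without agonist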
M5 ag: CHRM5 agonism in calcium assay; P08912; CHO-K1 hM5 cells, Fluo-8 calcium fluorescence; 0% DMSO wells, 100% maximal acetylcholine response; activation, % at 3 µM; 0.19% of 360,000 active; AID 624037;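 active = activation above the run's mean over test compounds plus 3 SD, cut at about 23% in these data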;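 note: signal is peak over basal fluorescence ratio across the kinetic read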
CHRM1 PAM: potentiates human M1 receptor response to acetylcholine | P11229 | CHO-K1 hM1, Fluo-8 calcium fluorescence, ACh EC20; 0% = ACh EC20, 100% = maximal ACh | activation, % at 3 µM | 0.088% of 360,000 active; in the data active = activation above about 19%, passing the limit was not always enough
Target sequence (P11229 whole entry, looked up): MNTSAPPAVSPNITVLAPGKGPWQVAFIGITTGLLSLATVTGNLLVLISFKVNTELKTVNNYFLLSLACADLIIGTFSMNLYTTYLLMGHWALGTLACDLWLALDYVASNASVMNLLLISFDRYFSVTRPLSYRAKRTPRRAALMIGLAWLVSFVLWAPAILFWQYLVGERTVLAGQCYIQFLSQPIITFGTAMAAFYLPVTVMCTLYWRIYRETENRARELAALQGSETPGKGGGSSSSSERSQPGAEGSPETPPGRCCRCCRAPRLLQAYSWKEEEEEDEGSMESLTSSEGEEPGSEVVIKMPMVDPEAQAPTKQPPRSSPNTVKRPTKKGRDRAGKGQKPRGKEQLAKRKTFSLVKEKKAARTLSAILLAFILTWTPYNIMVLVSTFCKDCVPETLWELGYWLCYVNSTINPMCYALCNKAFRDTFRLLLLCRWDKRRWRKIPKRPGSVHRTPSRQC
M4 ag: agonists of human muscarinic M4 receptor (CHRM4). P08173. CHO-K1 hM4/Gqi5, Fluo-8 calcium fluorescence; vehicle 0%, full acetylcholine response 100%. activation, % at 3 µM. 0.14% of 360,000 active. AID 624127;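 active = activation above the run mean over all test wells plus 3 SD, cut at about 32% in these data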;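 note: peak over basal fluorescence ratio per well then scaled between controls; 0% = DMSO wells and 100% = acetylcholine at EC100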
Target sequence (P08173 whole entry, looked up): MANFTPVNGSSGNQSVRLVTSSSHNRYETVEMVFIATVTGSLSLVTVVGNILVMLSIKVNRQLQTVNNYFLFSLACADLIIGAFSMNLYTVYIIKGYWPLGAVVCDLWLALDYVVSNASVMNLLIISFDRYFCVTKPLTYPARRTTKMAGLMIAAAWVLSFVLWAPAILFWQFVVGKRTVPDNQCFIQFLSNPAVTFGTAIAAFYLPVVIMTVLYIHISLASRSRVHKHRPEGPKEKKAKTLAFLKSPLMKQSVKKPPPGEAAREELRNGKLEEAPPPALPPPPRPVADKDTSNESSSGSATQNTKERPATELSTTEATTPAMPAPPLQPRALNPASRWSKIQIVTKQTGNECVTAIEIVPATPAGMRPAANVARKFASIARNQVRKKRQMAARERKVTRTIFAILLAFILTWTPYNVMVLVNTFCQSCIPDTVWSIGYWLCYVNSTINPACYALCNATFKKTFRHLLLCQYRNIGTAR
CHRM4 PAM: potentiates acetylcholine response at human M4 receptor; P08173; CHO-K1 hM4/Gqi5, Fluo-8 calcium fluorescence, ACh EC20; 0% = ACh EC20, 100% = maximal ACh; activation, % at 3 µM; 0.4% of 360,000 active; AID 624126;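 active = activation above its plate's cutoff, the mean activation of sample wells plus 3 SD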; note: some results filed as inactive read as strong as hits
M4 antag: antagonists of human muscarinic M4 receptor (CHRM4). P08173. CHO-hM4 cells, ACh EC80, Fluo-8 calcium fluorescence. inhibition, % at 3 µM. 0.73% of 360,000 active. AID 624125;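 active = inhibition above its plate's cutoff, the mean inhibition of sample wells plus 3 SD, cut at about 27% in these data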;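 note: 0% = acetylcholine EC80 with DMSO and 100% = DMSO without agonist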
M5 PAM: CHRM5 positive allosteric modulation; P08912; CHO-K1 hM5, Fluo-8 calcium, ACh EC20 PAM; 0% = ACh EC20, 100% = ACh EC100; activation, % at 3 µM; 0.3% of 360,000 active; AID 624038;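 active = activation above the run cutoff, the mean activation of all test compounds plus 3 SD, cut at about 18% in these data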
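system = human M5 receptor in CHO-K1 cells | reagent = EC20 acetylcholine as agonist stimulus | compound dosing = single-point, 3 µM nominal | incubation = Fluo-8 loading 80 min at 37 °C plus 30 min room temperature | detection = Fluo-8 calcium dye fluorescence, kinetic read | benchmarks = low control EC20 acetylcholine (0%), high control EC100 acetylcholine (100%)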
CRFR2-BP antag: blocks CRF-induced signaling of the CRF-BP/CRF-R2 complex; HEK293 CRF-R2/CRF-BP, CRF-induced calcium fluorescence; inhibition, % at 11.8 µM; 0.59% of 350,000 active;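 active = inhibition of the ligand-induced calcium signal above about 50% at the single tested concentration, limit read from the data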
CRFBP-R2 agonist: CRF-BP/CRF-R2 complex agonism; AID 588473; 0.46% of 350,000 active; activation, % at 13.2 µM; HEK293 CRF-R2/CRF-BP, calcium dye fluorescence (FLIPR); percent of saturating CRF peptide response;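 active = activation of at least 50%, plus an integration ratio under a set limit after plate pattern correction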;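 note: plate controls were neutral control wells without compound for no effect and CRF at EC100 for full effect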
* marks the source's active call; other numbers are inactive results; . = not tested or not shown.

SMILES | M5 antag | M5 ag | CHRM1 PAM | M4 ag | CHRM4 PAM | M4 antag | M5 PAM | CRFR2-BP antag | CRFBP-R2 agonist
CN(CC(=O)Nc1ccc(Cl)c(Cl)c1)CC(=O)N1CCCCCC1 | 2 | 1 | -29 | 9 | -13 | -15 | -9 | -10 | -2.5
Cc1cc(/C=N\O)c(C)n1-c1ccncc1 | -4 | 1 | 9 | 0 | 0 | -7 | 5 | 0 | -0.2
Cc1cc(C(=O)N2CCN(C(=O)C3CCCO3)CC2)no1 (configuration not stated) | -4 | 2 | -3 | 1 | -2 | -3 | -8 | 29 | -0.5
CCOC(=O)c1sc2ccccc2c1OC(=O)c1ccc(C)cc1 | -3 | -2 | -6 | 2 | 17 | 9 | 5 | 0 | 7.1
COc1ccc(-c2nc3ccccc3s2)cc1O | 13 | -3 | -7 | 3 | 3 | 3 | -9 | -4 | 1.2
[N-]=[N+]=CC(=O)C(c1ccccc1)(c1ccccc1)c1ccccc1 | 18 | -3 | 6 | 0 | -2 | 12 | -3 | 8 | -1.4
COC(=O)c1cc(OC)c(OCc2cc(C(=O)OC)oc2C)c(OC)c1 | -3 | -2 | 5 | 0 | 2 | 2 | 4 | 3 | -0.1
CC(C)N(C)c1ncnc2c1ncn2[C@H]1CN(CCc2ccccc2)C[C@@H](CO)O1 | 3 | -1 | 10 | 2 | 4 | -6 | -2 | . | .
CCOc1cccc(Nc2ccc([N+](=O)[O-])cn2)c1 | 4 | -6 | 4 | 2 | -5 | -1 | -9 | -3 | 0.9
CCCCOC(=O)C1C2C=CC3(CN(CCc4ccccc4)C(=O)C13)O2 (configuration not stated) | -4 | 2 | 0 | 1 | -1 | -6 | -6 | -35 | 4.4
CN(CC(=O)NCc1ccc(F)cc1)Cc1ccc(Br)cc1 | 9 | -4 | 9 | 0 | 1 | -4 | 2 | -1 | -2.9
CCN(CC)S(=O)(=O)c1ccc2c(c1)N(CC(=O)NCC1CCCO1)C(=O)CO2 (configuration not stated) | 9 | -4 | 5 | 1 | 3 | -8 | -3 | 7 | -1.1
C[C@H]1CN([C@@H](C)CO)S(=O)(=O)c2ccc(Br)cc2O[C@@H]1CN(C)S(=O)(=O)c1ccccc1 | 4 | 1 | -4 | 8 | -7 | -6 | -3 | -13 | -0.4
CCCCN1C=C(C(=O)c2ccccc2)C(=O)CC1 | 2 | 2 | 22 | 3 | 9 | -11 | -4 | -25 | 0.4
CCN(C(=O)C(C)Sc1ccc(S(=O)(=O)N2CCN(C)CC2)cn1)c1ccccc1 (configuration not stated) | -3 | 1 | 4 | 1 | 3 | -7 | -2 | 4 | 1.5

Eleven entries from above, arranged by length of the SMILES, low to high:
SMILES | M5 antag | M5 ag | CHRM1 PAM | M4 ag | CHRM4 PAM | M4 antag | M5 PAM | CRFR2-BP antag | CRFBP-R2 agonist
COc1ccc(-c2nc3ccccc3s2)cc1O | 13 | -3 | -7 | 3 | 3 | 3 | -9 | -4 | 1.2
Cc1cc(/C=N\O)c(C)n1-c1ccncc1 | -4 | 1 | 9 | 0 | 0 | -7 | 5 | 0 | -0.2
CCCCN1C=C(C(=O)c2ccccc2)C(=O)CC1 | 2 | 2 | 22 | 3 | 9 | -11 | -4 | -25 | 0.4
CCOc1cccc(Nc2ccc([N+](=O)[O-])cn2)c1 | 4 | -6 | 4 | 2 | -5 | -1 | -9 | -3 | 0.9
Cc1cc(C(=O)N2CCN(C(=O)C3CCCO3)CC2)no1 (configuration not stated) | -4 | 2 | -3 | 1 | -2 | -3 | -8 | 29 | -0.5
CCOC(=O)c1sc2ccccc2c1OC(=O)c1ccc(C)cc1 | -3 | -2 | -6 | 2 | 17 | 9 | 5 | 0 | 7.1
CN(CC(=O)Nc1ccc(Cl)c(Cl)c1)CC(=O)N1CCCCCC1 | 2 | 1 | -29 | 9 | -13 | -15 | -9 | -10 | -2.5
COC(=O)c1cc(OC)c(OCc2cc(C(=O)OC)oc2C)c(OC)c1 | -3 | -2 | 5 | 0 | 2 | 2 | 4 | 3 | -0.1
CCCCOC(=O)C1C2C=CC3(CN(CCc4ccccc4)C(=O)C13)O2 (configuration not stated) | -4 | 2 | 0 | 1 | -1 | -6 | -6 | -35 | 4.4
CCN(CC)S(=O)(=O)c1ccc2c(c1)N(CC(=O)NCC1CCCO1)C(=O)CO2 (configuration not stated) | 9 | -4 | 5 | 1 | 3 | -8 | -3 | 7 | -1.1
C[C@H]1CN([C@@H](C)CO)S(=O)(=O)c2ccc(Br)cc2O[C@@H]1CN(C)S(=O)(=O)c1ccccc1 | 4 | 1 | -4 | 8 | -7 | -6 | -3 | -13 | -0.4

The main list resumes with the 2 entries that preceded the break.
SMILES | M5 antag | M5 ag | CHRM1 PAM | M4 ag | CHRM4 PAM | M4 antag | M5 PAM | CRFR2-BP antag | CRFBP-R2 agonist
CCCCN1C=C(C(=O)c2ccccc2)C(=O)CC1 | 2 | 2 | 22 | 3 | 9 | -11 | -4 | -25 | 0.4
CCN(C(=O)C(C)Sc1ccc(S(=O)(=O)N2CCN(C)CC2)cn1)c1ccccc1 (configuration not stated) | -3 | 1 | 4 | 1 | 3 | -7 | -2 | 4 | 1.5
Cc1cc(C(F)(F)F)c2c(N)c(C(=O)NCc3ccc(Cl)cc3)sc2n1 | -3 | -2 | . | 0 | 7 | -11 | -9 | . | .
CCCOC1CCCN(Cc2cn(C)nc2-c2ccccc2F)C1 (configuration not stated) | -1 | -3 | 6 | 0 | 10 | -6 | 3 | 7 | -0.3
COc1ccccc1CC(NC(C)=O)C(=O)NC1CCN(C(=O)Nc2ccccc2Cl)CC1 (configuration not stated) | 4 | -1 | -1 | 1 | -3 | 4 | 6 | -5 | 0.5
COc1cc(CC(=O)NCc2cccs2)cc(OC)c1OC | -5 | -2 | 11 | 1 | 11 | -6 | -6 | 64* | -3.9
Cc1ccccc1-c1nc2ccccc2c(=O)n1/N=C/c1ccccc1[N+](=O)[O-] | 11 | -1 | -8 | 3 | -1 | 2 | -3 | 3 | -0.2
Cc1ccnc(N2C(=O)c3ccccc3C2O)c1 (configuration not stated) | 2 | -1 | 0 | 1 | 0 | -9 | -2 | 19 | 2.6
Oc1c(Cl)cc(Cl)cc1CNc1ccc(Br)cn1 | -2 | -3 | 1 | 2 | 13 | -9 | 4 | 26 | -1.4
CCCCn1c(N)c(N(CCC(C)C)C(=O)C2CSC3(C)CCC(=O)N23)c(=O)[nH]c1=O (configuration not stated) | -7 | 2 | 14 | 0 | 4 | 4 | 7 | 10 | -1.4
Cc1cc(C)c2c(CN3CCN(Cc4ccc5c(c4)OCO5)CC3)cc(=O)oc2c1C | -4 | -6 | -8 | 0 | -9 | -4 | 2 | 0 | 2.1
N#Cc1cnc2c(-c3ccccc3)c(-c3ccccc3)nn2c1N | 10 | -9 | -1 | 0 | 1 | 0 | -4 | 18 | -0.6
CCc1ccc2oc(=O)cc(CN3CCCCC3)c2c1 | 13 | -9 | 11 | -1 | -3 | 3 | -2 | 0 | -2.6
Cc1ccc2nc3c(cc(C(=O)NCc4ccco4)c(=N)n3Cc3ccco3)c(=O)n2c1 | 0 | 0 | 7 | 0 | 2 | 5 | 6 | -11 | 30
COC(=O)[C@H](Cc1ccccc1)NC(=O)NCCc1ccc(F)cc1 | 30* | -6 | 2 | 1 | 1 | -2 | -25 | -8 | 0.4
Cc1ccc2nc(C3CCN(C(=O)NCc4ccccc4)CC3)[nH]c2c1 | 1 | -3 | -1 | 0 | 0 | 5 | -1 | -9 | -1.4
Cc1nn2c(=O)cc(COC(=O)c3c(F)cccc3Cl)nc2s1 | -5 | 1 | 16 | 1 | 14 | -13 | 2 | -5 | 0.5

Additional compounds:
SMILES | M5 antag | M5 ag | CHRM1 PAM | M4 ag | CHRM4 PAM | M4 antag | M5 PAM | CRFR2-BP antag | CRFBP-R2 agonist
Cc1ccc(C(=O)N/C(=C/c2ccco2)C(=O)NC2CCS(=O)(=O)C2)cc1 (configuration not stated) | 8 | -1 | 6 | 1 | 9 | -8 | -2 | 1 | 0.8
C/C(=N\NC(=O)c1nnn(-c2nonc2N)c1CSc1ccc(Cl)cc1)c1ccco1 | -8 | -6 | 5 | 1 | 2 | -13 | 3 | -3 | 1.6
C=CCOC(=O)N1CCC2CC1c1c(-c3ccc(C(F)(F)F)cc3)cccc12 (configuration not stated) | -11 | -2 | 3 | 0 | 8 | -22 | 0 | . | .
Cc1cc(C)nc(SCc2cc(=O)c(OC(=O)c3ccc(S(=O)(=O)N(C)C)cc3)co2)n1 | -7 | 0 | 7 | 1 | 1 | -3 | 7 | 16 | 0.1
CCOC(=O)c1c(C)[nH]c(C)c1C(=O)COC(=O)c1ccc(S(=O)(=O)N(CC)CC)cc1 | 15 | 6 | -10 | 15 | -20 | 2 | -22 | 11 | -2.9
COCCNC(=O)/C(C#N)=C/c1c(F)cccc1Cl | -15 | -6 | -2 | 1 | -2 | -8 | -3 | 11 | 0.0
Cc1[nH]c2ccc(OCc3ccccc3)cc2c1CCN1C(=O)OC(C)(C)C1(C)O (configuration not stated) | -3 | 3 | 3 | 4 | 1 | -8 | -3 | -17 | 1.1
O=C(CCN1C(=O)/C(=C/c2ccccc2)SC1=S)NC1CCS(=O)(=O)C1 (configuration not stated) | 5 | 1 | 0 | 6 | 5 | -11 | -5 | 8 | -0.7
COc1ccc(-c2cn3cccnc3n2)cc1NC(=O)c1cc(OC)c(OC)c(OC)c1 | 4 | 2 | 9 | 5 | 8 | -12 | 5 | -15 | 1.1
Cc1ccccc1-c1ccc2c(c1)O[C@H](CN(C)C(=O)C1CC1)[C@@H](C)CN([C@@H](C)CO)S2(=O)=O | -3 | 0 | -9 | 3 | -7 | 1 | -1 | 2 | -1.2
O=S(=O)(NCC1CCCO1)c1cnc(Cl)c(Br)c1 (configuration not stated) | 2 | -2 | 5 | 1 | 0 | -5 | -6 | 2 | -1.1
Cc1ccc(OCC(=O)N/N=C2\CC(=O)CC(C)(C)C2)c(Br)c1 | 1 | 1 | 0 | 2 | -1 | -5 | -3 | 8 | -1.5
COCCCNC(=O)CC1C[C@H](C(=O)N2CCOCC2)[C@@]2(C)c3[nH]c4ccc(OC)cc4c3CCN2C1=O (some centres not stated) | 17 | 0 | 4 | 0 | 2 | 2 | -9 | -12 | -1.1
COc1cc(OC)cc(C(=O)NCCS(=O)(=O)N2CCN(Cc3ccccc3)CC2)c1 | 6 | -2 | 6 | 4 | 6 | -29 | -9 | 2 | -0.6
COc1cccc(CNC(=O)C2CCN(S(=O)(=O)c3ccccc3)CC2)c1 | 0 | 0 | 7 | 2 | 0 | 10 | 0 | 27 | -0.9
COc1ccc(NC(=O)CN(C)C(=O)C23CC4CC(CC(C4)C2)C3)cc1 | 6 | -1 | 3 | 4 | 1 | -6 | -4 | -18 | -0.6
Cc1ccccc1Nc1cc(C)c2c(O)cccc2n1 | 9 | -1 | 4 | 0 | -4 | -2 | -7 | -9 | -1.0
CCC(=O)c1ccc(OCC(O)CNCCc2ccc(Cl)cc2)cc1 (configuration not stated) | 9 | 2 | 8 | 14 | -7 | 2 | 0 | -27 | 4.7

High-throughput results from PubChem BioAssay.
